Bioassay records deposited in PubChem BioAssay by National Center for Advancing Translational Sciences (NCATS).
uPA surface inh – inhibitors of cell surface uPA generation | hit rate 0.31% among 330,000 | Potency, µM (doses to about 38.3 µM), without a hit: at the top dose activity change, negative = inhibition, hits mostly inhibitors | AID 540303 | cell surface uPA generation assay, qHTS; active means well fitted inhibition curve with a large enough effect; inconclusive means small, poorly fitted or top-dose-only effect; inactive means no such curve, though single readings can be large or run the other way; tested in mouse RAW 264.7 cells; further: potency means the concentration at half of the fitted maximal effect; on the % scale 0 is the no-effect control and ±100 the full control effect; nearly all actives have a fitted effect of over 55% in size
TRPV1 ag – agonists of human vanilloid receptor 1 (TRPV1) | Q8NER1 | activation, % at 8.33 µM | TRPV1-expressing cells, Fluo-8 calcium influx, agonist mode | hit rate 0.19% among 320,000; in the data active means activation above about 80%; inconclusive means between about 30% and that limit; further: 0% is about no effect
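TRPV1-expressing cells were cultured overnight at 35.5C and loaded with Fluo-8 calcium dye for 40 to 90 min at room temperature. After a 10 s baseline, compound was added and calcium influx was read kinetically for 3 min (ex 480/em 520 nm).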
BRCA1 expr up – increases BRCA1 expression | MCF7-BRCA1-FFLuc reporter, luminescence, 48 h; response scale: scaled: vehicle 0%, 10 µM genistein 100% | Potency, µM (doses to about 46.1 µM), for inactives: at the highest dose activation, actives largely listed as activators | hit rate 1.1% among 380,000; further: potency means the concentration at half of the fitted maximal effect; nearly all actives have a fitted effect of over 80% in size; some results filed as inactive show a strong effect at the top dose
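MCF7 cells carrying a BRCA1-firefly luciferase reporter (2000 cells/well, phenol-red free MEM) were attached for 2 h at 37 °C, then given compounds for 48 h. Luminescence was read 15 min after luciferase reagent; activity normalized to genistein (10 microM) and DMSO.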
USP2a block – inhibitors of human ubiquitin-specific protease USP2a; USP2 core, Ub-CHOP2 coupled fluorogenic reporter, 485/531; Potency, µM (titrated, usually from 38.3 µM), without a hit: top-dose activity change, negative = inhibition, actives largely listed as inhibitors; hit rate 0.01% among 330,000;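 further: potency means the concentration at half of the fitted maximal effect; plate controls were DMSO wells for no effect and full inhibition by NEM control for full effect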
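USP2 core (10nM final) preincubated 30min RT with compound in 20mM Tris-HCl pH 8.0, 2mM CaCl2, 2mM beta-mercaptoethanol, 0.05% CHAPS; 25nM Ub-CHOP2 plus 25nM reporter substrate added, fluorescence (Ex485/Em531) read after 60min.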
Integrin act MD – activates integrin-mediated alleviation for muscular dystrophy; alpha7betagal myoblasts, beta-gal FDG fluorescence, 48 h; Potency, µM (top dose mostly 38.3 µM), for the others: top-dose activation, usual class: activators; hit rate 0.064% among 350,000;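 further: potency means the concentration at half of the fitted maximal effect; 100% = response of the positive control SU9516; nearly all actives have a fitted effect of over 60% in size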
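alpha7betagal+/- myoblasts (passage 13, 250/well) treated 48 h at 37C with compounds at 1:260 dilution of DMSO stock. Lysed, then beta-galactosidase activity read as FDG fluorescence (ex 480/em 540) after 30 min, with pre-read for autofluorescence.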
Eya2 inh – inhibitors of human Eya2 phosphatase activity; O00167; recombinant Eya2, OMFP fluorescence dephosphorylation (OMFP is methylfluorescein phosphate); Potency, µM (top dose mostly 76.9 µM), without a hit: top-dose activity, negative = inhibition, usual class: inhibitors; hit rate 0.006% among 330,000; further: potency means the concentration at half of the fitted maximal effect; on the % scale 0 is the no-effect control and ±100 the full control effect
Target sequence (O00167 whole entry, looked up): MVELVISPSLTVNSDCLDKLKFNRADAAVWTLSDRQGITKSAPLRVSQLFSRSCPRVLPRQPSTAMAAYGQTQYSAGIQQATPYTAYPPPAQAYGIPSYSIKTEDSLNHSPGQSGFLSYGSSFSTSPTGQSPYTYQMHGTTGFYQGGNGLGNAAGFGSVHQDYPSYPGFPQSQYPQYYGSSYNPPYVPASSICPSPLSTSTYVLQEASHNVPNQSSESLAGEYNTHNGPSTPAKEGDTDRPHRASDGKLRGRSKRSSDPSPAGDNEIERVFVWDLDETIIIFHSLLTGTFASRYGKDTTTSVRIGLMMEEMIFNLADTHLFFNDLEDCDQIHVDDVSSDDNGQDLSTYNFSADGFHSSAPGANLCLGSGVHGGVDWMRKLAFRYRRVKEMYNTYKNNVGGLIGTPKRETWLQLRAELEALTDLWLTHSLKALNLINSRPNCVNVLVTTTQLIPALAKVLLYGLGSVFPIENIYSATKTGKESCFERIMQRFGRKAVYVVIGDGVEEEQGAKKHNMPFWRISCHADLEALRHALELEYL
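Eya2 (0.2 uM) preincubated 10 min at ambient with compound, then OMFP substrate added at 50 uM; 10 min reaction in 50 mM HEPES pH 7.5, 50 mM NaCl, 5 uM MgCl2, 0.05% BSA, 1 mM DTT. Fluorescence read at Ex 485/Em 525 nm.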
TSG101-PTAP inh – blocks PTAP/TSG101 interaction to inhibit HIV-1 budding; Q99816; Fluorescence polarization, FITC-PTAP peptide / Tsg101 binding; Potency, µM (top dose mostly 115 µM), inactives show at the top dose activity change, negative = inhibition, actives largely listed as inhibitors; 340,000 tested, under 10 active; AID 493005; active means well fitted inhibition curve with a large enough effect in the main read-out, with a control signal flat, not every such curve was filed as active; inconclusive means small, poorly fitted or top-dose-only effect, or effect the other way, or a change in a side signal; inactive means no such curve, though single readings can be large or run the other way; further: potency means the concentration at half of the fitted maximal effect; % of control where 0% means no effect
Target sequence (Q99816 whole entry, looked up): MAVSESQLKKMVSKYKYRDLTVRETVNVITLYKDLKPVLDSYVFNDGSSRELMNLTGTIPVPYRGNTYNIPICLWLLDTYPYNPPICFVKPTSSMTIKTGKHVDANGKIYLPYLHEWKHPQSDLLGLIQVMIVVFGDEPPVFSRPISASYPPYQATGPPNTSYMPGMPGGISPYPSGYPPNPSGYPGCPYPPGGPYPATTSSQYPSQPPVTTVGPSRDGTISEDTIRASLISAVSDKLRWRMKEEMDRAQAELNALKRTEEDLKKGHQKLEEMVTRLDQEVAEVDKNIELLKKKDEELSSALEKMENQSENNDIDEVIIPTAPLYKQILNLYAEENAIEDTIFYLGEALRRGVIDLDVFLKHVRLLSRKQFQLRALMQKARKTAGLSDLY
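FP read-out: FITC-PTAP peptide, 50 nM final, binding Tsg101 binding domain, 10 uM final; 20 min, r.t.; 10 mM HEPES pH 7.5, 0.15 M NaCl, 0.01% Tween 20, 3 mM EDTA, 0.1 mM TCEP.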
S-ASM inh – inhibitors of human secretory acid sphingomyelinase. placental ASM, HMU-PC fluorogenic substrate, 60 min. Potency, µM (top dose mostly 57.5 µM), without a hit: top-dose activity change, negative = inhibition, most hits filed as inhibitors. hit rate 0.006% among 340,000; further: potency means the concentration at half of the fitted maximal effect
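qHTS format. ASM enzyme prepared from human placenta hydrolyses the fluorogenic substrate HMU-PC0 (9 uM final) over 60 min at 37 °C after a 10 min compound preincubation.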
B2AR arrestin – beta2AR (human) beta-arrestin recruitment activity. P07550. Potency, µM (top dose mostly 46.1 µM), for inactives: top-dose activation, actives largely listed as activators. hit rate 0.02% among 330,000. beta-arrestin recruitment to beta2AR, cell-based reporter;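 further: potency means the concentration at half of the fitted maximal effect; 0% = DMSO controls and full agonism = EC100 isoproterenol or metaproterenol; nearly all actives have a fitted effect of over 65% in size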
ELG1 genotoxic – genotoxicity induction in ELG1-luciferase HEK293T cells | HEK293T ELG1-luciferase reporter, luminescence, 16 h | Potency, µM (highest dose often 46 µM), for the others: at the top dose activity change, positive = activation, actives largely listed as activators | hit rate 1.3% among 330,000 | AID 504466; further: potency means the concentration at half of the fitted maximal effect; % of control where 0% means no effect; nearly all actives have a fitted effect of over 60% in size
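16 hr compound incubation (37 °C, 5% CO2) of HEK293T cells carrying luciferase-tagged ELG1; luciferase then measured by ONE-Glo luminescence after 30 min at RT.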
p53 reactivation – mutant p53 re-activation in reporter cells | Potency, µM (series often up to 92.2 µM), for inactives: top-dose activity change, positive = activation, hits mostly activators | AID 504706 | hit rate 0.063% among 320,000 | H1299 p53-A138V BP100-luciferase reporter, luminescence, 24 h; further: potency means the concentration at half of the fitted maximal effect; % of control where 0% means no effect; nearly all actives have a fitted effect of over 45% in size
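H1299 (p53-null), stable ts p53-A138V + BP100-Luc; 1000 cells/well, Opti-MEM/10% FBS; cpd 4 pt, 1:5; 24 h, 37 deg C, 5% CO2; detection reagent 10 min RT; luminescence.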
Active calls of the source: *; ? = inconclusive; . = no result given; [ ] = remark or other dose. Unless noted, the call rests on the fitted dose curve; in most records, active means well fitted curve in the direction sought with a large enough effect; inconclusive means small, poorly fitted or top-dose-only effect, or another doubt; inactive means no such curve, though single readings can be large; an effect the other way counts as inactive or inconclusive.

#	smiles	uPA surface inh	TRPV1 ag	BRCA1 expr up	USP2a block	Integrin act MD	Eya2 inh	TSG101-PTAP inh	S-ASM inh	B2AR arrestin	ELG1 genotoxic	p53 reactivation
1	COc1ccc(CN2CCNC(=O)C2CC(=O)N(C)Cc2nc(C)cs2)c(OC)c1 (stereo not given)	12%	-4	-10%	1%	12%	11%	.	3%	-1.7%	1%	.
2	O=[N+]([O-])c1ccc2c(c1)nc1n2CCCCC1	-8%	0	54%	2%	?	11%	-6%	-2%	-0.4%	0%	3%
3	c1cncc(-c2nc(Oc3ccc(-c4nnco4)cc3)c3c4c(sc3n2)CCCC4)c1	.	1	.	5%	.	15%	.	.	0.1%	3%	0%
4	CC(C)CC(=O)NNC(=O)C(C)C	-12%	1	-5%	4%	-13%	2%	-11%	3%	0.1%	1%	-10%
5	CN1C(=O)C(C(=O)Nc2ccccc2F)c2ccccc21 (stereo not given)	-4%	0	-16%	1%	10%	9%	-3%	2%	-0.2%	-1%	-1%
6	COc1cccc(-c2sc3ccc(OC)cc3c2-c2ccc(OC)cc2F)c1	-26%	0	-1%	3%	-3%	6%	-2%	1%	-0.8%	9%	22%
7	CCS(=O)(=O)N1CCC(C(=O)c2ccc(Cl)cc2)CC1	2%	2	-23%	0%	8%	4%	-5%	0%	0.3%	0%	-5%
8	Cc1c(NC(=O)CSc2ccccn2)c(=O)n(-c2ccccc2)n1C	5%	-1	18%	-2%	8%	-7%	0%	7%	-0.1%	1%	-8%
9	COc1cc(/C=C2\SC(N)=NC2=O)cc(Cl)c1O	9%	0	-12%	11%	0%	13%	31%[activator]	-3%	-0.4%	0%	.
10	CSCC[C@H](NC(=O)COc1ccc(Cl)cc1)c1nc2ccccc2[nH]1	-3%	?	-16%	0%	16%	-1%	2%	4%	0.2%	-2%	-10%
11	COc1ccc2c(c1)c1ncn(CCc3ccccc3)c(=O)c1n2C	.	22	-23%	3%	19%	-12%	-3%	65%	-0.2%	-7%	-8%
12	Cc1ccccc1C(=O)NC(CC(C)C)C(=O)OCc1cc(=O)n2cc(Br)ccc2n1 (stereo not given)	4%	6	?	4%	-6%	3%	-2%	4%	0.0%	?	?
13	O=C(c1cc2ccccc2oc1=O)N1CCCN(C(=O)c2cc3ccccc3oc2=O)CC1	5%	.	2%	.	16%	.	-4%	1%	.	.	.
14	Cc1cccc(NC(=O)Nc2ccc(C)cc2Br)c1	3%	6	?	0%	4%	1%	-2%	2%	-0.3%	?	?
15	CC(=O)Cc1nsc(NC(=O)c2ccc(-c3cccc(C(F)(F)F)c3)o2)n1	0%	15	-62%	1%	-25%	0%	4%	-2%	-0.3%	-3%	-2%
16	COc1ccc(NC(=O)C(=O)N/N=C/c2cccnc2)c(OC)c1	4%	18	-14%	0%	-13%	-36%	-5%	0%	-0.2%	1%	2%
17	Cc1ccc(OCc2cc(C(=O)NC(C)Cc3cnccn3)no2)cc1C (stereo not given)	-1%	11	-2%	0%	10%	-16%	-1%	.	-0.6%	0%	-7%
18	O=C(NC(=S)Nc1nc(-c2ccccc2)cs1)c1cccnc1	8%	1	7%	1%	15%	4%	3%	-4%	0.1%	22%	1%
19	CCc1ccccc1NC(=O)C1CCN(C(=O)c2ccc([N+](=O)[O-])cc2)CC1	-4%	-1	3%	14%	-39%	6%	2%	-1%	-0.8%	-1%	2%
20	C=CCN(C(=O)Nc1ccc(Cl)cc1)C1CC(=O)N(c2ccc(OC)cc2)C1=O (stereo not given)	.	1	-5%	-2%	-21%[7.66 µM]	-13%	-3%	-3%	-0.1%	-9%	-10%
21	Cc1cc2c(c(=O)n1CC1CCCO1)C(c1ccc3c(c1)OCO3)C(C#N)=C(N)O2 (stereo not given)	8%	-5	-17%	9%	-24%	-1%	-1%	2%	-0.3%	2%	?
22	CCCN(CCC)c1ccc(CC(=O)NC(C)Cc2ccccc2)cc1 (stereo not given)	10%	25	-38%	-4%	19%	-17%	-1%	2%	-0.3%	-2%	15%
23	CC(=O)NC1=NC(=O)/C(=C/N2CCOCC2)S1	-2%	2	1%	-1%	7%	21%	-15%	28%	-0.8%	2%	0%
24	COc1ccc(Cc2nnc(SCC(=O)Nc3ccccc3C#N)o2)cc1	2%	-7	0%	1%	9%	3%	-5%	3%	-0.3%	17%	8%
25	Fc1cc(F)cc(NC(=S)Nc2ccccc2N2CCOCC2)c1	-1%	-2	0%	0%	-12%	-4%	-4%	3%	0.1%	-7%	-9%
26	COCCNC(=O)[C@@H]1CCCN1S(=O)(=O)c1cccc2cccnc12	6%	-4	0%	3%	2%	0%	-2%	2%	-1.9%	1%	-1%
27	COC(=O)c1[nH]c2ccccc2c1NC(=O)c1c(F)cccc1F	-2%	0	1%	1%	-18%	9%	-6%	-3%	-0.2%	-1%	-5%
28	CSCCC(NC(=O)COc1ccccc1)C(=O)N1CCN(c2ccccc2O)CC1 (stereo not given)	-1%	4	-8%	1%	0%	4%	-3%	3%	0.2%	0%	2%
29	O=C(NCc1ccccc1)c1ccccc1NC(=O)C1CCCCC1	3%	19	-20%	-1%	11%	-8%	-4%	-2%	0.2%	-5%	17%
30	Cc1ccc2c(=O)c(C(=O)c3ccc(F)cc3)cn(CC(=O)NCc3ccco3)c2n1	0%	-1	-28%	-1%	-36%	7%	-8%	7%	-0.1%	-8%	-2%
31	CCN(CC)S(=O)(=O)c1ccc(N(C)CCc2ccc(OC)c(OC)c2)nc1	-14%	13	-26%	-4%	-78%[inhibitor]	5%	-1%	0%	0.1%	-5%	-2%
32	OCCC1CN(CCCn2cccn2)CCN1C1CCCCC1 (stereo not given)	-2%	0	2%	1%	0%	7%	-1%	2%	0.2%	0%	6%
33	CCS(=O)(=O)c1nc(S(=O)(=O)c2ccc(C)cc2)c(N2CC(C)CC(C)C2)s1 (stereo not given)	-10%	22	-25%	0%	10%	-10%	-4%	-4%	0.8%	-6%	-4%
34	CCc1ccc(CNC(=O)CCc2cn(C)c3ccccc23)cc1	-5%	1	-9%	-3%	-1%	10%	-1%	-1%	-0.5%	-2%	-2%
35	Cc1ccc(CNC(=S)Nc2cc(C(=O)O)ccc2C)cc1	1%	2	-13%	1%	-17%	5%	-3%	2%	-0.8%	-1%	7%
36	Cc1ccc(C(=O)N/N=C\C2CC=CCC2)cc1[N+](=O)[O-] (stereo not given)	-5%	14	0%	-1%	-15%	-9%	0%	2%	0.2%	3%	-11%
